Source: PubChem BioAssay (Sanford-Burnham Center for Chemical Genomics)
Mdm2 MdmX PPI: disrupts the human Mdm2-MdmX interaction; O15151+Q00987; SaOS-2 split-luciferase Mdm2/MdmX complementation, luminescence; inhibition, % at 8 µM; actives 3% (n = 330,000); AID 485346;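 active means inhibition of at least 50% at 8 µM in the primary screen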
CXCR6 block: blocks human CXCR6 beta-arrestin recruitment | O00574 | CHO-K1 PathHunter CXCR6 beta-arrestin, luminescence | inhibition, % at 20 µM | actives 0.36% (n = 360,000); in the data active means inhibition above about 34%, passing the limit was not always enough;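 further: antagonist mode with CXCL16 agonist at 10 nM final; 0% = 10 nM CXCL16 with DMSO and 100% = unstimulated wells without agonist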
Target sequence (O00574 whole entry, looked up): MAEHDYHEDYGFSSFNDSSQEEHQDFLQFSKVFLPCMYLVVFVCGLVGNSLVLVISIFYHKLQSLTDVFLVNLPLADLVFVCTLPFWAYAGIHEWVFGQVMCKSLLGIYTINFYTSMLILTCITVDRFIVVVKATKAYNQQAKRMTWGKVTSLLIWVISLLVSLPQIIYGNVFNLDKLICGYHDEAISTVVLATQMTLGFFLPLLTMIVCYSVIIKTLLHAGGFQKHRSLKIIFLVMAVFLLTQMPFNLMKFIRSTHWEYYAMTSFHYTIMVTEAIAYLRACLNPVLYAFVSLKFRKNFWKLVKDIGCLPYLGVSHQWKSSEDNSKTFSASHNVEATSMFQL
CCR6 antagonist: blocks CCL20-driven beta-arrestin recruitment at human CCR6. P51684. CHO-K1 CCR6 PathHunter beta-arrestin, luminescence, CCL20-stimulated. inhibition, % at 20 µM. actives 0.49% (n = 340,000);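 active means compounds whose inhibition of the agonist-driven luminescence signal at 20 µM reaches about 50%, limit read from the data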;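 further: cells stimulated with CCL20 at 14 nM final; plate controls were DMSO with CCL20 for no effect and DMSO without agonist for full effect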
Target sequence (P51684 whole entry, looked up): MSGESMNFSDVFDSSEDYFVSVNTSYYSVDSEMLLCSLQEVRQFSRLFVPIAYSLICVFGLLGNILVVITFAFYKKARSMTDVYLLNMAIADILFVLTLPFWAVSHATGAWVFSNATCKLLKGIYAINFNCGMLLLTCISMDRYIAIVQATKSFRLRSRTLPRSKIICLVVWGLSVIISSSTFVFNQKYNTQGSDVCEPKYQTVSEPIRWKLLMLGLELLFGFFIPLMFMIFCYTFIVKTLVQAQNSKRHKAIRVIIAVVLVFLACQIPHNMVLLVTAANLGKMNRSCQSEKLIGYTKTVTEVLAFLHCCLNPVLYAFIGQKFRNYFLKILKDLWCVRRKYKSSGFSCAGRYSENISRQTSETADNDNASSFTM
tim23-1 inh: growth inhibitors of tim23-1 mutant yeast; AID 463212; actives 1.3% (n = 330,000); inhibition, % at 20 µM; S. cerevisiae tim23-1 growth, BacTiter-Glo luminescence, 24 h;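 active means growth inhibition of the mutant yeast at or above 50%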;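 further: temperature-sensitive mutant grown at 25 °C; plate controls were DMSO-treated mutant yeast for no effect and medium wells lacking yeast for full effect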
CHOP UPR activ: apoptotic UPR (CHOP) activation | CHO-CHOP luciferase reporter, luminescence; percent of tunicamycin response over DMSO baseline | activation, % at 10 µM | actives 0.34% (n = 330,000);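 active means at 10 µM dose, activation of 40% or more, normalized to positive control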;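 further: 100% = tunicamycin at 10 µg/mL and 0% = DMSO alone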
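Test system: CHO CHOP reporter cells. Input: 500 CHO-CHOP cells per well. Medium: F12 with 10% FBS. Technique: luciferase luminescence. Measure: percent activation relative to tunicamycin control. Dosing: 10 µM compound, 0.5% DMSO. Timing: 16-18 h cell attachment, then 6 h compound exposure, 37 °C.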
UPR XBP1 act: adaptive UPR (XBP1) activation. CHO-XBP1 luciferase reporter, IRE1-XBP1 UPR activation, luminescence; percent of tunicamycin response, DMSO as zero. actives 0.33% (n = 330,000). activation, % at 20 µM;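 active means versus positive control, 20 µM dose yields 30% or more activation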;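 further: 100% = tunicamycin at 10 µg/mL and 0% = DMSO only wells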
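Material: CHO-XBP1 cells stably carrying IRE1-XBP1-driven luciferase reporter / Amount: 1000 cells per well / Compound: 20 µM, 1% DMSO / Times: 6 h treatment, 37 °C / Detection: luciferase luminescence / Measure: % activation of reporter signal versus tunicamycin and DMSO controls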
APJ antagonist: antagonists of human APJ apelin receptor; inhibition, % at 20 µM; CHO-K1 APJ beta-arrestin complementation, luminescence; actives 0.32% (n = 330,000); AID 2521;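 active means inhibition above about 40% at 20 µM, limit read from the data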;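 further: cells challenged with 10 nM apelin-13 agonist together with compound; plate controls were apelin-13 plus DMSO wells for no effect and DMSO wells lacking apelin-13 for full effect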
Target sequence (P35414 whole entry, looked up): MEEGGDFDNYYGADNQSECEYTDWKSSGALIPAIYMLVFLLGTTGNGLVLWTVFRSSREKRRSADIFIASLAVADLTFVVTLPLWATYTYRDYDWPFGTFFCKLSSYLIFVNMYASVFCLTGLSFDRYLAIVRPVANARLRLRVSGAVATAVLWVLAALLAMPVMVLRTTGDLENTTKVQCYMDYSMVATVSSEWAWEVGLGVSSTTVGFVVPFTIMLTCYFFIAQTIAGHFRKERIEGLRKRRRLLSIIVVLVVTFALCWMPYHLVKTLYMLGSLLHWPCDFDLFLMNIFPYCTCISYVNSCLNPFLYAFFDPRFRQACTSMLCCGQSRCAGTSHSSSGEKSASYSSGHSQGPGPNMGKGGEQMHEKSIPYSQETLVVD
APJ ag: activates the human apelin receptor APJ. AID 2520. actives 0.11% (n = 330,000). CHO-K1 APJ PathHunter beta-arrestin, luminescence; 0% DMSO wells, 100% apelin. activation, % at 20 µM;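 active means activation more than six SD over the plate average, tested at 20 µM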;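 further: 0% = DMSO alone and 100% = apelin-13 at 10 nM; some results filed as inactive read as strong as hits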
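Incubation: overnight seeding, 90 min compound at 25 °C, 1 h detection; test system: PathHunter CHO-K1 APJ (AGTRL-1) beta-arrestin reporter cells; amount: 1000 cells/well; doses: one dose, 20 µM compound, 1% DMSO; measured by: beta-gal luminescence; measure: agonist-driven arrestin binding to APJ; benchmarks: negative DMSO alone, positive Apelin-13 at 10 nM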
EBI2 block: antagonists of human EBI2 receptor; AID 651636; EBI2 beta-arrestin recruitment, luminescence, 7a,25-OHC stimulated; P32249; actives 0.81% (n = 360,000); inhibition, % at 5 µM; in the data active means inhibition above about 38%;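 further: enzyme fragment complementation signal reports receptor beta-arrestin coupling in cells; 0% = agonist plus DMSO wells and 100% = wells without agonist; some results beyond the cut were filed as inactive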
* = called active by the depositor; / = no result given. A portion of the library; the hit share may differ from the screen's.

SMILES	Mdm2 MdmX PPI	CXCR6 block	CCR6 antagonist	tim23-1 inh	CHOP UPR activ	UPR XBP1 act	APJ antagonist	APJ ag	EBI2 block
NS(=O)(=O)c1cccc(NC(=O)CC23CC4CC(CC(Br)(C4)C2)C3)c1	-11	-1	3	0	1.4	-2	9	4	3
CC(C)Oc1cccc(-c2cc(C(=O)N3CCN(c4ncccn4)CC3)c3ccccc3n2)c1	31	2	/	16	4.9	8	14	0	-4
CCOC(=O)c1nn(-c2ccccc2)c2nnc(Cc3ccccc3)c(=O)n12	23	7	17	-1	2.1	-3	-11	5	-3
Cc1ccc(NC(=S)NCCc2ccc(F)cc2)c(C)c1	25	8	4	30	0.3	1	11	-2	-8
COc1ccc(NC(=S)NNc2ccc(S(=O)(=O)Nc3ccccc3C(=O)O)cc2[N+](=O)[O-])cc1	5	43*	68*	32	-1.8	-1	56*	-11	21
Cc1ccc(CCNc2ccccc2)c[n+]1[O-]	15	-2	7	7	1.5	-1	-6	-2	4
CC(=O)Nc1ccc(S(=O)(=O)NCc2nc(-c3cccc(C)c3)no2)cc1	9	1	5	-7	-0.4	-4	1	-2	-16
C=C[C@](C)(CC[C@@]1(C)C(C)CC(OC2OC(C)C(OC3OC(COC(C)=O)C(O)C(O)C3O)C(O)C2O)[C@@]2(C)C(C)=CCCC12)OC1OC(C)C(O[C@@H]2O[C@@H](C)C(O)C(O)[C@H]2O)C(O)C1O (some centres not stated)	27	-1	8	22	0.7	-1	2	-1	-9
N#Cc1ccsc1NC(=O)C1CCN(C(=O)c2ccc(Cl)cc2)CC1	2	-4	10	21	-0.8	0	-10	7	21
COc1ccc(CN2CC(C(=O)NCc3ccccn3)CC2=O)cc1 (configuration not stated)	5	-10	-20	7	0.1	0	17	-3	-7
CCC(C)[C@H](NC(=O)Nc1ccc(S(N)(=O)=O)cc1)C(=O)O (some centres not stated)	8	-1	-9	-12	-0.9	-3	-2	-1	-6
CCOc1ccc(/C=C/C(=O)CCC(=O)O)cc1	-32	8	-4	10	4.3	-2	-14	-2	-3
O=C(O)CC1(CC(=O)Nc2ccc(Oc3cccc(C(F)(F)F)c3)nc2)CCCC1	10	-3	-3	-1	-2.1	-3	0	3	-15
CC(=O)N1CCc2cc(C(=O)CN3CCN(c4ccccc4F)CC3)ccc21	10	-3	3	16	1.9	0	4	-1	-4
Fc1ccc(-c2nnn(Cc3ccccc3Cl)n2)cc1	-8	0	2	26	4.5	5	8	-4	3
N#Cc1ccc(-c2ccccc2)nc1SCCN1CCOCC1	-21	3	8	43	-0.5	3	10	0	-5
COc1ccc(C2c3ccsc3CCN2C(=O)C(C)(C)C)cc1 (configuration not stated)	10	-2	14	30	0.6	1	1	-6	18
CN(C)CCCNC(=O)C1CCNCC1	-5	-14	-9	6	2.5	0	0	-6	-7
CCOc1ccc(N(CCC#N)S(=O)(=O)c2ccc(OC)cc2)cc1	14	2	-7	-10	-2.4	-1	-10	4	-6
O=C(c1ccccc1Cc1ccccc1)N1CCN(S(=O)(=O)c2ccccc2Br)CC1	17	2	23	37	0.9	-4	10	-6	1
O=C(CCS(=O)(=O)c1cccc2nsnc12)N1CC(=O)N(CCc2ccccc2)C(=O)C1	-26	0	15	16	0.1	0	-12	18	11
COc1ccc2[nH]c(=O)c(CN(C3CCCCC3)C(c3nnnn3Cc3ccco3)C(C)C)cc2c1 (configuration not stated)	-12	12	33	29	-7.0	-2	-30	4	7
Cc1ccc(NC(=O)C2CCCN2C(=O)NC2CCCCC2)cc1F (configuration not stated)	-14	2	14	7	-0.8	0	-2	0	-6
COc1ccc(N(Cc2ccccc2)S(=O)(=O)c2cccc(C(=O)O)c2)cc1	-10	-3	2	15	-0.2	-1	-4	-2	-3
CCOc1ccc(Cl)cc1S(=O)(=O)N1CCN(c2ccc(F)cc2)CC1	-3	7	-21	43	-0.1	2	7	-6	5

The results go on:
SMILES	Mdm2 MdmX PPI	CXCR6 block	CCR6 antagonist	tim23-1 inh	CHOP UPR activ	UPR XBP1 act	APJ antagonist	APJ ag	EBI2 block
Cc1cc(CNC(=S)Nc2ccc(S(=O)(=O)Nc3ncccn3)cc2)nn1C	12	8	4	-1	-0.5	-5	-9	-3	1
N=C1CCC(=N)c2c1c(O)c1ccccc1c2O	20	1	19	7	0.3	-1	-67	10	3
O=C(COC(=O)CCCN1C(=O)c2ccccc2C1=O)Nc1ncc(Cl)cc1Cl	7	1	27	13	-0.4	-5	10	1	10
CCOc1cc(/C=N/NC(=O)c2cccnc2)ccc1OCC(=O)N1CCOCC1	-18	9	6	20	2.7	1	1	3	-6
CC1(C)C(=O)Nc2ccccc2N1C(=O)COC(=O)c1ccc(Cl)c(S(=O)(=O)NCc2ccccc2)c1	9	6	-3	1	-1.1	0	-3	-1	9
CCOC(=O)N1CCC(NC(=O)c2cc(C(=O)NCc3cccc(Cl)c3)ccc2CO)CC1	-1	-5	-10	8	0.4	1	9	1	-3
O=C(CNS(=O)(=O)c1ccc(Br)s1)N1CCC(N2CCCCC2)CC1	-10	3	3	9	0.7	-3	-4	2	-5
CCO[C@H]1OC(C(=O)Nc2ccccc2)=C[C@@H](c2csc3ccccc23)[C@@H]1CCCO	41	8	22	43	1.8	-2	6	0	1
CC(C)n1cnnc1SCC(=O)Nc1ccc(N2CCCCC2)cc1	10	3	-4	14	1.6	0	10	-5	-3
O=S(=O)(Nc1cc(S(=O)(=O)N2CCOCC2)ccc1Cl)c1ccccc1	-3	-2	-4	5	0.8	3	1	-3	-2
COc1ccc([N+](=O)[O-])cc1NC(=O)Cc1noc2ccc(C)cc12	5	0	7	-7	0.7	-3	9	0	3
O=C(CSc1nc(O)c(Cc2ccccc2)c(=O)[nH]1)Nc1nc2c(s1)CCCC2	-6	0	10	3	-0.3	3	-2	-3	-7
Cc1nnc2sc(-c3ccc(N(C)C)cc3)nn2c1=O	-32	-3	2	4	0.4	-7	10	-1	-3
CC(C)c1c(C(=O)N/N=C/c2cccnc2)nnn1-c1nonc1N	10	8	7	9	-0.9	-2	-5	0	-3
CC(=O)NS(=O)(=O)c1ccc(N=c2ssc3c2-c2cc(C)c(C)cc2NC3(C)C)cc1	4	4	9	0	0.9	-2	12	-2	0
Cc1ccc(C)c(N2CCN(C(=S)NC3CCCCC3)CC2)c1	1	2	13	-5	-1.4	1	-4	-2	0
Cn1c(N)c(C(=O)COC(=O)COc2ccc(Br)cc2)c(=O)n(C)c1=O	4	-1	-4	13	3.9	-1	4	2	4
COc1cc(OC)cc(-c2nnc(SCC(=O)N3CCCC3)o2)c1	-3	7	3	16	-2.3	-1	15	-2	5
Cc1cc(C(F)(F)F)nc(SCC(=O)Nc2nccs2)n1	17	-3	-4	5	1.5	-3	-16	-1	-9
CCSc1oc(-c2ccco2)nc1S(=O)(=O)c1ccc(C)cc1	16	3	18	25	2.0	-4	4	-2	1
COc1ccc(-n2nc(C(=O)NCC(=O)Nc3ccccn3)c3ccccc3c2=O)cc1Cl	88*	-4	-5	-8	15	6	9	5	-14
COc1ccc(Cc2noc(CN3CCCC(C(=O)c4cccs4)C3)n2)cc1OC (configuration not stated)	11	0	3	2	-1.7	-6	5	-2	-4
O=C(NCc1ccccc1)Nc1cc(Cl)ccc1Cl	26	1	1	-18	2.2	-2	-2	-1	2
O=[N+]([O-])c1c(Nc2ccc(O)cc2)cc(Cl)c2nonc12	100*	107*	107*	-8	-11	-12	96*	-14	94*
COc1cc(/C=C/CN2CCN(Cc3ccc(C)o3)C(CCO)C2)ccc1O (configuration not stated)	3	4	11	7	0.2	4	-12	-1	-1

Already shown: 3 of the compounds above.
SMILES	Mdm2 MdmX PPI	CXCR6 block	CCR6 antagonist	tim23-1 inh	CHOP UPR activ	UPR XBP1 act	APJ antagonist	APJ ag	EBI2 block
O=C(NCc1ccccc1)Nc1cc(Cl)ccc1Cl	26	1	1	-18	2.2	-2	-2	-1	2
O=[N+]([O-])c1c(Nc2ccc(O)cc2)cc(Cl)c2nonc12	100*	107*	107*	-8	-11	-12	96*	-14	94*
COc1cc(/C=C/CN2CCN(Cc3ccc(C)o3)C(CCO)C2)ccc1O (configuration not stated)	3	4	11	7	0.2	4	-12	-1	-1

(next part)
SMILES	Mdm2 MdmX PPI	CXCR6 block	CCR6 antagonist	tim23-1 inh	CHOP UPR activ	UPR XBP1 act	APJ antagonist	APJ ag	EBI2 block
Cc1cccc(NC(=O)Nc2ccc(S(=O)(=O)Nc3onc(C)c3C)cc2)c1	-17	-8	6	10	4.9	0	17	0	-11
CCC(C)(C(=O)NC1CCCCC1)N(Cc1ccco1)C(=O)CC1NC(=O)NC1=O (configuration not stated)	11	-11	2	10	-3.7	-2	6	0	-7
CC(=O)NC(c1ccc(F)cc1)c1cccnc1 (configuration not stated)	-10	1	6	5	0.3	2	6	0	-1
O=C(NCCN1CCOCC1)/C(=C\c1ccc(Br)cc1)NC(=O)c1cccs1	-16	-3	-8	0	2.6	-1	15	-2	3
CC(C)C(=O)Nc1cccc(-c2cn3ccccc3n2)c1	-5	-2	18	13	1.7	1	-3	-1	-3
CC1CCN(c2ccc(NC(=S)NC(=O)c3ccc(-c4cccc([N+](=O)[O-])c4)o3)cc2)CC1	11	12	31	-2	2.8	1	15	-3	27
Cc1cccc(NC(=O)C(=O)NCCCc2ccccc2)c1	-12	/	/	1	2.1	-1	-1	-4	/
O=C(CSc1nnc(-c2cccnc2)n1Cc1ccco1)Nc1cccc(O)c1	15	-2	-4	0	-0.9	-1	3	0	-8
CCN1CCN(c2ccc(S(=O)(=O)N3CCCCC3)cc2NC(=O)Cc2ccccc2)CC1	11	-1	8	-13	3.3	-2	12	3	-14
Cc1ccc(C)c(NC(=S)N/N=C2/CCCCc3ccccc32)c1	24	27	34	57*	2.3	-1	47*	-10	30
CCc1ccccc1NC(=O)COc1cccc(-n2cnnn2)c1	-14	6	13	6	-0.8	-1	7	0	8
COc1ccc2cc(CN(CC3CCCO3)C(=S)NCc3ccco3)c(=O)[nH]c2c1 (configuration not stated)	16	0	-1	22	0.4	-4	5	-2	2
CCOc1ccc(NS(=O)(=O)c2ccc3c(c2)CCN3C(C)=O)cc1	4	-1	5	-2	1.4	0	-4	1	-2
CCN(CC)S(=O)(=O)c1ccc(/C=C/C(=O)Nc2c(C)n(C)n(-c3ccccc3)c2=O)cc1	5	-3	-6	5	1.9	-2	14	-4	6
O=C(COC(=O)COc1ccc(Cl)cc1)Nc1ccc(N2CCOCC2)cc1	-1	-4	0	9	-0.4	3	2	-4	2
CCOC(=O)C1CCN(C(=O)/C=C/c2ccc3c(c2)OCO3)CC1	-21	9	2	8	5.2	-2	7	-3	56*
Cc1ccc(C(CC(=O)N2CCCC2)c2ccccc2)c(O)c1C (configuration not stated)	8	2	7	32	1.5	-1	-19	-2	-2
O=C(Nc1cc2c(cc1Br)OCCO2)c1cccnc1	-25	-8	4	-4	0.5	-3	-2	8	-8
